XiGFP reactiv: X-chromosome reactivation activator; activation, % at 7.58 µM; XiGFP mouse fibroblasts, % GFP-positive cells imaging, 3 d; cells co-treated with 5-aza-dC sensitizer; scaled so ellipticine positive control = 100%; 0.055% of 360,000 active;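 active = mean normalized replicate activation at least 10% and every replicate at or above 10%; inconclusive = only one of the two criteria met; inactive = mean below 10% and not all replicates reach 10%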;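 note: 0% = median of on-plate neutral control wells and 100% = ellipticine 6 µM median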
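assay system = SV40-immortalized XiGFP fibroblast cells, line 68-5-11 | buffer or medium = DMEM plus 5-aza-dC sensitizer | doses = single-point pinned compound dosing | times = 3-day compound exposure, then 15 min fixation at room temperature | benchmarks = positive control ellipticine, 6 µM final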
INS-1E GSIS act: GLuc luminescence reporter in INS-1E cells, primary screen for activators of glucose-dependent secretion of insulin | INS-1E GLuc reporter insulin secretion, 2-3 h | activation, % at 16.6 µM | 0.61% of 370,000 active | AID 743287;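 active = lowest replicate activation of at least 40%, so every replicate reaches that level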;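 note: 0% = median of neutral control wells and 100% = median of IBMX positive control wells; some compounds called inactive have numbers as strong as hits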
RAD54 branch: RAD54 (human) branch migration inhibition. inhibition, % at 10.4 µM. AID 602329. 0.14% of 360,000 active. RAD54 Holliday junction branch migration, FAM/BHQ fluorescence. Q92698;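 active = mean normalized replicate activity at least 40 and at least half of replicates scoring 40 or more; inconclusive = only one of the two criteria met; inactive = mean below 40 and under half of replicates reaching 40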;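 note: 0% = median of neutral control wells and 100% = median of positive control wells; inhibitors cause a drop in the FAM fluorescence signal; in these data hits start at about 50%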
Target sequence (Q92698 whole entry, looked up): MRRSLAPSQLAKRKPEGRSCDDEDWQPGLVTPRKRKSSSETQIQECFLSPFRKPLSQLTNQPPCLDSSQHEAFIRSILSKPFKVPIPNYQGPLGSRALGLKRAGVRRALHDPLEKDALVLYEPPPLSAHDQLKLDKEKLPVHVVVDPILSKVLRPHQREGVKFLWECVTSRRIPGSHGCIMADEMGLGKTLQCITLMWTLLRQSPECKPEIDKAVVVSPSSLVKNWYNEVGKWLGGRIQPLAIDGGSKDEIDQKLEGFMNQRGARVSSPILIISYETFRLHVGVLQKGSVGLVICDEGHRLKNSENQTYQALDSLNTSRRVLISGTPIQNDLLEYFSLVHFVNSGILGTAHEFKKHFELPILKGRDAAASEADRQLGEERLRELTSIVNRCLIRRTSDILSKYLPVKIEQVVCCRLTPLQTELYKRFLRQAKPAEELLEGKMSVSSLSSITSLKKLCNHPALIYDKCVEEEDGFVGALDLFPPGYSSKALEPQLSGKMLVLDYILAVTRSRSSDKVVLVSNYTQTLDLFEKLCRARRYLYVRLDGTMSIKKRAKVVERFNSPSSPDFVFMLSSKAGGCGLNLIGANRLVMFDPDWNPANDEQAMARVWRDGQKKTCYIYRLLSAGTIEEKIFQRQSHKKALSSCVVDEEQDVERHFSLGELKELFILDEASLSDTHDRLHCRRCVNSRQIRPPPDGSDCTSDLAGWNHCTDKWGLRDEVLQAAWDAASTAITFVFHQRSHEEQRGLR
E-sel inducer: E-selectin induction on HUVECs. HUVEC E-selectin immunofluorescence imaging; normalized: neutral wells 0, TNF-alpha wells 100. P16581. 0.37% of 260,000 active. activation, % at 7.58 µM;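 active = mean E-selectin-positive cell signal at least 10% of the positive control, reached in at least 60% of replicates, without over 20% cell loss; inconclusive = no rule given, readout overlaps actives, possibly toxicity-flagged; inactive = the rest, including those meeting only one limit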;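 note: in these data hits start at about 27%; measured in HUVEC primary endothelial cells; signal is the percent of cells scored E-selectin positive by PE staining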
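System: HUVEC / Compound: single concentration / Signal: immunofluorescence imaging / Read-out: percent E-selectin-positive cells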
CASP6 VEID inh: inhibitors of human caspase-6. P55212. purified caspase-6, Z-VEID-R110 cleavage fluorescence. inhibition, % at 12.5 µM. 0.53% of 350,000 active;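 active = mean inhibition across replicates at least about 35%, with every replicate also reaching that limit, limit read from the data; inconclusive = only one of the two criteria met; inactive = neither criterion met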;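 note: 0% = median of neutral control wells and 100% = no fluorescence left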
Target sequence (P55212 24-179 limits assumed): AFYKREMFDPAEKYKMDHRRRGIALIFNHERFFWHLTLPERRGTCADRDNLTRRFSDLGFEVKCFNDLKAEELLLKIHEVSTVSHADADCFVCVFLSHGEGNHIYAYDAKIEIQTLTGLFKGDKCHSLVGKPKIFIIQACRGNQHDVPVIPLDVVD
Target sequence (P55212 194-293 limits assumed): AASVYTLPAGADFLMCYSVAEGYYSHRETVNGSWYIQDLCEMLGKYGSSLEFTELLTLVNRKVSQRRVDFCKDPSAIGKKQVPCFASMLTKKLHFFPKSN
DENV2 CPE: DENV2-induced cell death inhibition; DENV2-infected cells, cytopathic effect rescue, plate reader; CPE inhibition, % at 9.99 µM; 1.7% of 350,000 active; in the data active = CPE inhibition above about 20%, passing the limit was not always enough; inconclusive = no clear call, values can overlap the other calls; tested in BHK-21 cells;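 note: 0% = median of neutral control wells and 100% = median of positive control wells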
RAD52 inh: RAD52 (human) annealing inhibition; P43351; recombinant RAD52 DNA annealing, FRET fluorescence; 0.46% of 360,000 active; inhibition, % at 18.7 µM;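 active = every replicate showing at least 50% inhibition; inconclusive = mean inhibition at least 50% but not in every replicate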
F508del corr: correctors of CFTR F508del function in bronchial epithelial cells; CFBE cells, YFP halide quenching; stimulated with forskolin plus potentiator P3; % fluorescence drop versus neutral controls; activity (quench increase), % at 7.58 µM; 0.36% of 350,000 active;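 active = mean added fluorescence quench of at least 8% versus neutral control, with both replicates also reaching 8%; inconclusive = only one of the mean or replicate conditions met; inactive = mean below 8% and not both replicates reaching 8%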;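 note: cells transiently co-express mutant CFTR-F508del with the halide-sensitive YFP; corrector assay measuring rescue of mutant channel to the surface after 24 h compound exposure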
An asterisk follows results filed as active; ? = inconclusive; / = not tested or not shown. Not a hit list, and some 3.7% of all compounds hit somewhere here.

SMILES | XiGFP reactiv | INS-1E GSIS act | RAD54 branch | E-sel inducer | CASP6 VEID inh | DENV2 CPE | RAD52 inh | F508del corr
Fc1ccccc1Cc1noc(CN2CCCC(CN3CCOCC3)C2)n1 (stereo not drawn) | -0.1 | -8 | 1 | 1.4 | -3 | 12 | -5 | 1.4
O=C(C[C@H]1C[C@@H]2c3cc(NS(=O)(=O)c4ccc(F)cc4)ccc3O[C@@H]2[C@H](CO)O1)NCc1ccc(Cl)cc1 | -0.1 | -19 | 5 | -0.2 | -2 | -6 | -17 | -2.1
CC(=O)Nc1ccc(/C(C)=N/NC(=O)C2CC2c2ccccc2)cc1 (stereo not drawn) | 0.0 | -5 | 2 | -1.1 | 0 | 3 | -10 | /
Cc1noc(C)c1NC(=O)N(C)C[C@H]1Oc2ncc(C#CCN(C)C)cc2C(=O)N([C@H](C)CO)C[C@@H]1C | 0.8 | 12 | 0 | 0.4 | 0 | 9 | -8 | -1.0
CCCc1n[nH]c(=S)n1Cc1ccco1 | 0.2 | / | 0 | -0.5 | -1 | -4 | -11 | -0.5
COc1ccc(-c2cc(C(=O)N3CC4(C)CC3CC(C)(C)C4)no2)cc1OC (stereo not drawn) | / | -10 | 3 | / | 19 | 4 | 0 | 5.7
CCCC(=O)Nc1ccc2c(c1)OC[C@H](C)N(CC1CCCC1)C[C@H](C)[C@@H](OC)CN(C)C2=O | 0.0 | -1 | -2 | -0.1 | -1 | 16 | 15 | -0.8
C#CCNC(=O)c1cccn1-c1ncc(C(F)(F)F)cc1Cl | 0.1 | -9 | / | / | 2 | 4 | -12 | 2.7
CSCC(C)N1CCC(n2nccc2NC(=O)CCc2ccccc2)CC1 (stereo not drawn) | 0.0 | 5 | -11 | / | -6 | 4 | -42 | 0.0
Cc1ccc(S(=O)(=O)Nc2cc(S(=O)(=O)N3CCCCC3)ccc2N2CCOCC2)cc1 | 0.0 | 1 | / | 32* | -1 | 18 | -13 | -2.1
Cc1ccc(S(=O)(=O)N2CCOCC2)cc1NC(=O)c1cc2ccccc2oc1=O | 0.0 | / | -9 | / | 0 | 4 | 0 | /
O=c1[nH][nH]c2c1[C@H](c1ccc(Cl)cc1)O[C@H](C1CC1)C2 | 0.1 | -16 | / | -0.1 | 10 | -4 | 11 | -0.7
COc1ccc(Cl)cc1S(=O)(=O)N(C)CC(=O)NCc1ccc2c(c1)OCO2 | -0.1 | -23 | 5 | / | 0 | -6 | 8 | -3.0
CO[C@H]1CN(C)C(=O)c2cc(NC(=O)C3CCOCC3)ccc2OC[C@@H](C)N(C(=O)c2ccccc2)C[C@H]1C | 0.2 | 4 | / | 2.9 | / | / | / | 0.3
O/N=C1\CCCc2c1nc(-c1ccccc1F)n2O | 0.1 | 3 | -3 | 0.4 | -1 | -5 | -8 | -2.0
CCc1cccc(NC(=O)C2CCN(S(=O)(=O)c3ccc4c(c3)CC(C)N4C(C)=O)CC2)c1 (stereo not drawn) | 0.1 | -17 | 9 | -0.4 | 0 | 15 | -3 | -0.1
CCC(C)NC(=O)CN1C(=O)CC(C)(C)S(=O)(=O)c2ccccc21 (stereo not drawn) | 0.2 | 0 | 9 | 0.0 | -1 | 6 | -8 | -2.8
Cc1cnc(CN(C)Cc2nc(Cc3cccc(C(F)(F)F)c3)no2)[nH]1 | 0.0 | -27 | -8 | / | -2 | 7 | -2 | /
C[C@@H]1CN([C@H](C)CO)C(=O)Cc2cc(NC(=O)CCC(F)(F)F)ccc2O[C@@H]1CN(C)Cc1ccncc1 | 0.0 | 4 | 0 | -7.7 | -5 | 2 | 2 | -1.4
CN1C[C@@H]2[C@H](c3ccccc31)[C@H](CO)N2Cc1ccccc1Cl | 0.0 | 6 | -7 | -0.1 | / | -4 | -17 | -3.0
COCCNC(=O)c1ccc(CSCc2cccc(Cl)c2)o1 | 0.0 | -16 | 6 | 0.2 | 0 | 0 | -10 | -1.0
CNC[C@@H]1Oc2ccc(NC(=O)Cc3ccccc3)cc2C(=O)N([C@H](C)CO)C[C@@H]1C | -1.1 | 14 | 8 | 0.0 | -2 | -2 | -1 | -0.5
CCCN(C)C[C@@H]1Oc2cc(C#Cc3cccnc3)ccc2S(=O)(=O)N([C@@H](C)CO)C[C@@H]1C | -0.2 | -3 | 12 | 0.4 | 2 | 0 | -13 | 0.6
CC(C)(C)N(Cc1ccccc1)C(=O)CCc1ccccc1 | 0.0 | 2 | / | / | 2 | ? | 8 | 3.2
CC#C[C@]1(O)CC[C@H]2[C@@H]3CCC4=CC(=O)CCC4=C3[C@@H](c3ccc(N(C)C)cc3)C[C@@]21C | 0.1 | / | 17 | 1.9 | 1 | -3 | -8 | -0.9
C[C@H](CO)N1C[C@H](C)[C@H](CN(C)Cc2ccc3c(c2)OCO3)Oc2c(NC(=O)C3CCOCC3)cccc2C1=O | -0.8 | 12 | -3 | / | -4 | -7 | -6 | -0.2
Cc1cc(C)cc(NC(=O)c2cccc(NC(=O)C3C4CC5OC(=O)C3C5C4)c2)c1 (stereo not drawn) | / | -17 | / | / | -2 | -3 | -21 | -0.7
CC(=O)N1CC2(C1)[C@H](c1ccccc1)[C@@H](CO)N2Cc1cccc(Cl)c1 | 0.1 | -11 | / | 0.3 | 3 | -3 | -13 | 1.1
Cc1ccc(S(=O)(=O)N(C)C[C@@H]2Oc3ccc(NC(=O)Cc4cn(C)c5ccccc45)cc3CC(=O)N([C@@H](C)CO)C[C@@H]2C)cc1 | 0.0 | 4 | 0 | 0.5 | -1 | -6 | -8 | 1.7
CCN(CC)C(=O)C1=C(C)N(Cc2ccc(OC)cc2)C(=O)C(CC(=O)NCC2CCCCC2)C1 (stereo not drawn) | 0.5 | -11 | 2 | -0.2 | 0 | -14 | -4 | -1.5
C[C@H]1CN([C@@H](C)CO)C(=O)c2cccc(NC(=O)c3nc4ccccc4s3)c2O[C@H]1CN(C)S(=O)(=O)c1ccc(Cl)cc1 | 0.0 | 1 | 6 | -0.2 | 0 | -7 | -7 | 2.3
COc1ccc([C@H]2CC(=O)C=C(c3cccc(Cl)c3)C2)cc1 | 0.0 | / | -4 | 0.7 | 5 | / | 0 | 0.4
COc1ccc2c3c([nH]c2c1)[C@@H](CO)N(C(=O)Nc1ccc(F)cc1)CC31CCN(S(=O)(=O)c2cccc(F)c2)CC1 | 0.3 | -24 | / | 0.0 | 1 | 0 | 13 | 5.8
C[C@H]1CN([C@@H](C)CO)C(=O)c2cccc(NC(=O)C3CCOCC3)c2O[C@H]1CN(C)Cc1ccc(-c2ccccc2)cc1 | 0.1 | -9 | 8 | 1.0 | 2 | -14 | 7 | 1.8
Cc1ccc(Cl)cc1NC(=O)Cn1c(C)csc1=O | 0.0 | -3 | -1 | 9.1 | 0 | -7 | -8 | -0.8
COc1ccc(CCC(=O)Nc2nccs2)cc1OC | 0.0 | 11 | 0 | -0.2 | 1 | 8 | -19 | -1.5
CC(C(=O)NCC1CCCO1)N1C(=O)C2C3CC(C(Br)C3Br)C2C1=O (stereo not drawn) | 0.1 | -2 | -14 | / | -2 | 8 | -11 | 2.0
CCN1C[C@@H]2[C@@H]3C(=O)N(Cc4ccccc4)C(=O)[C@@H]3[C@](CC)(C1=O)N2C(=O)c1ccc(C(C)(C)C)cc1 | 0.2 | -17 | -6 | 0.2 | / | / | / | 0.1
Cc1ccc(S(=O)(=O)N(C)C[C@@H]2Oc3ccc(NS(=O)(=O)c4ccc(Cl)cc4)cc3C(=O)N([C@H](C)CO)C[C@@H]2C)cc1 | 0.0 | -30 | / | -3.1 | 0 | -3 | 2 | -0.5
C[C@@H]1CN([C@@H](C)CO)C(=O)c2cc(NC(=O)CCC(F)(F)F)ccc2O[C@@H]1CN(C)C(=O)Nc1ccc2c(c1)OCO2 | -0.4 | 19 | -15 | 10 | -2 | 31* | 25 | -1.7

Sorted by the number under CASP6 VEID inh (descending): some entries from above
SMILES	CASP6 VEID inh
CC(=O)N1CC2(C1)[C@H](c1ccccc1)[C@@H](CO)N2Cc1cccc(Cl)c1	3
C[C@H]1CN([C@@H](C)CO)C(=O)c2cccc(NC(=O)C3CCOCC3)c2O[C@H]1CN(C)Cc1ccc(-c2ccccc2)cc1	2
C[C@H]1CN([C@@H](C)CO)C(=O)c2cccc(NC(=O)c3nc4ccccc4s3)c2O[C@H]1CN(C)S(=O)(=O)c1ccc(Cl)cc1	0

Remaining list, next part:
SMILES | XiGFP reactiv | INS-1E GSIS act | RAD54 branch | E-sel inducer | CASP6 VEID inh | DENV2 CPE | RAD52 inh | F508del corr
COc1ccc(Cl)cc1C(=O)NNC(=O)CCNC(=O)c1ccccc1 | 0.3 | / | -19 | 0.1 | -1 | -4 | -7 | 2.1
Cc1ccc(OCC(=O)c2c(N)n(C)c(=O)n(C)c2=O)c([N+](=O)[O-])n1 | 0.1 | / | 3 | -0.1 | 35* | -3 | -50 | -1.5
S=C(c1ccc(N2CCCC2)c(Br)c1)N1CCCCC1 | 0.2 | -10 | 8 | -0.1 | 0 | -4 | -52 | -1.1
O=C(C[C@H]1C=C[C@@H](NS(=O)(=O)c2ccc(F)cc2)[C@H](CO)O1)N1CCN(c2ccccc2)CC1 | 0.6 | -2 | -4 | 0.5 | 1 | -7 | -24 | -4.3
Brc1ccc(C2=Nn3cnnc3SC2)cc1 | 0.3 | 5 | -12 | / | 1 | 4 | -10 | 0.3
CCOC(=O)[C@]12CCCC=C1N(CCC1=CCCCC1)C(=O)[C@H](CC(=O)N1CCCC1)C2 | -0.2 | -21 | / | -0.1 | 2 | -8 | -6 | -4.1
C[C@H]1CN([C@@H](C)CO)S(=O)(=O)c2ccc(C#CCN(C)C)cc2O[C@H]1CN(C)Cc1ccncc1 | 1.1 | 9 | 22 | -0.1 | 1 | 5 | 5 | -1.6
CCNC(=S)N1CCC(C(=O)c2ccc(Cl)cc2)CC1 | 0.4 | -26 | -21 | 2.4 | -2 | 3 | 4 | -0.3
O=C1CN(C(=O)COC(=O)CNS(=O)(=O)c2ccccc2)c2ccccc2N1 | 0.0 | -5 | / | / | 1 | 0 | -1 | 0.5
Cc1cc(NS(=O)(=O)c2ccc(NC(=O)/C=C/c3c(F)cccc3Cl)cc2)no1 | 0.2 | 24 | -21 | / | 2 | 7 | 5 | -1.4
COc1ccc(CCNC(=O)C23CCC(C)(C(=O)O2)C3(C)C)cc1OC (stereo not drawn) | -0.1 | 9 | / | 0.0 | -1 | -3 | -4 | 2.1
Cc1ccc(NC(=O)c2ccc(S(=O)(=O)NCc3ccco3)cc2)nc1 | 0.0 | 2 | -3 | -1.2 | -1 | 13 | -3 | 2.4
CC(=O)Oc1ccc(OC(C)=O)c(SCCCCCN2CCOCC2)c1 | / | -3 | -10 | / | -8 | -2 | -8 | -3.0
COc1cc2c(c(OC)c1OC)C(=O)CC2 | 0.2 | -4 | / | -2.6 | 0 | ? | 11 | 1.2
Cc1ccc(NC(=O)N(CCC(=O)O)Cc2ccccc2)cc1 | 0.0 | -1 | 6 | 0.2 | 4 | 10 | -11 | 0.0
Cc1c(C=O)c(C=O)c(C)n1Cc1ccccc1 | / | -24 | -5 | / | 0 | / | -4 | /
Cc1[nH]nc(SCC(=O)NCC(C)C)c1[N+](=O)[O-] | -0.3 | 11 | 2 | 0.2 | 0 | -6 | 2 | -0.4
CCN(CC)CCCn1c2c(c(SCC(=O)Nc3cc(C)on3)nc1=O)CCC2 | 0.0 | 3 | 5 | -0.2 | -2 | 7 | -14 | 0.5
